BB579 growth dn: yeast BB579 growth reduction in restrictive medium. AID 804. S. cerevisiae BB579 growth, OD615, 48 h. inhibition, % at 10 µM. 140,000 compounds, 0.51% hits;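 active means inhibition above a set limit, 3 SD over the mean compound inhibition, cut at about 44% in these data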; further: inactives centre near -24
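Assay system: S. cerevisiae DeaD strain BB579 yeast. Medium: CSMM-D restrictive synthetic medium containing dextrose (glucose). Times: 4 h cell preincubation, 48 h compound exposure, 30 °C humidified. Signal: OD615 turbidity measurement. Benchmarks: positive control amphotericin B 10 µg/mL.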
E-sel TNF inh: TNF alpha driven E-selectin expression inhibition | inhibition, % at 2 µM | HUVEC TNFa-induced E-selectin immunofluorescence, high content | AID 1246 | 120,000 compounds, 0.71% hits;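 active means inhibition above the batch mean plus 3 SD, and confirmed as a hit on visual image review, cut at about 43% in these data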;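 further: 0% = TNF-stimulated DMSO wells and 100% = unstimulated control wells; not every result past the cut was called active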
Phagocytosis inh: blocks phagocytosis by macrophages. inhibition, % at 5 µM. 110,000 compounds, 0.07% hits. J774A.1 macrophage IgG-bead phagocytosis, imaging. AID 1029;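 active means inhibition above the mean of the plate negative controls plus 5 SD, cut at about 13% in these data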;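 further: phagocytic index as fraction of beads internalized from green versus red external bead signal; plate controls were DMSO negative control for no effect and cytochalasin-D positive control for full effect; some results beyond the cut were filed as inactive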
PTEN del growth: growth suppressors of cells with PTEN tumor suppressor deletion | 140,000 compounds, 1.2% hits | HCT116 PTEN-null viability, CellTiter-Glo, 60 h; active compounds read low | AID 827 | viability, % at 10 µM;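 active means viability at or below a set limit, 4 SD under the median of all tested compounds, cut at about 3.7% in these data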;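 further: PTEN knockout HCT116 line with beta catenin targeted HCT116 as companion control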
MRP-1 activ: activates MRP-1; H69AR cells + doxorubicin, viability rescue, CellTiter-Glo; viability increase, % at 10 µM; 140,000 compounds, 0.61% hits; AID 799;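 active means viability gain under doxorubicin at or above a set limit, the compound median plus 3 SD, cut at about 4.7% in these data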;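 further: MRP-1 overexpressing cells given doxorubicin 25 µM after compound pretreatment; 18-22 h compound pretreatment then 72 h with doxorubicin before readout; 0% = doxorubicin-only wells and 100% = vehicle-treated cells without doxorubicin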
GALR2 blocker: GALR2 (human) receptor antagonism. 140,000 compounds, 0.39% hits. inhibition, % at 4 µM. AID 828. GALR2-expressing cells, antagonist mode. O43603; in the data active means inhibition above about 27%;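 further: cells stimulated with galanin 1-16 at roughly its EC80; 0% = agonist challenge control and 100% = basal control without agonist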
Target sequence (O43603 whole entry, looked up): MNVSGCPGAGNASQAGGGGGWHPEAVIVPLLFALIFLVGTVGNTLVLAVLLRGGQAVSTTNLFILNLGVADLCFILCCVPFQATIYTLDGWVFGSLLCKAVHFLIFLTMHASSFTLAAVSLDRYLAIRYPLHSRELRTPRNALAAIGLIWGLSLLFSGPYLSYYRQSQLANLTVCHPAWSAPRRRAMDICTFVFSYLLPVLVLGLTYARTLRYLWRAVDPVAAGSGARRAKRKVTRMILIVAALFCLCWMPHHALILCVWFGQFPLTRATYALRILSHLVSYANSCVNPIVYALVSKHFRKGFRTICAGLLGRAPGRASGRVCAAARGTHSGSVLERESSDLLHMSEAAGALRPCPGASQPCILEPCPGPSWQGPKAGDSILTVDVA
Measles CPE: protection of cells from measles virus | 140,000 compounds, 1.5% hits | AID 841 | protection (pct of control), % at 4 µM | Measles virus-infected cells, CPE protection, absorbance; in the data active means protection mostly above about 24%, no sharp cut-off; inactive means mostly below about 26%; further: some compounds called inactive have numbers as strong as hits
HCT116 bCat-KO: beta-catenin-lacking colon tumor cell growth suppression; AID 818; viability, % at 10 µM; 140,000 compounds, 1.5% hits; HCT116 beta-catenin knockout viability, CellTiter-Glo, 60 h; active compounds read low;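 active means viability at or under a set limit, the compound median less 4 SD, cut at about 6% in these data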;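 further: 0% = Hyamine 1622 control at 20 µM and 100% = untreated cell control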
NPY-Y2 antag: NPY-Y2 (human) receptor antagonism; inhibition, % at 2.7 µM; NPY-Y2 expressing cells, antagonist mode; 140,000 compounds, 0.99% hits; AID 793; P49146; in the data active means inhibition above about 17%;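 further: 0% = vehicle with agonist challenge and 100% = reference antagonist with challenge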
Target sequence (P49146 whole entry, looked up): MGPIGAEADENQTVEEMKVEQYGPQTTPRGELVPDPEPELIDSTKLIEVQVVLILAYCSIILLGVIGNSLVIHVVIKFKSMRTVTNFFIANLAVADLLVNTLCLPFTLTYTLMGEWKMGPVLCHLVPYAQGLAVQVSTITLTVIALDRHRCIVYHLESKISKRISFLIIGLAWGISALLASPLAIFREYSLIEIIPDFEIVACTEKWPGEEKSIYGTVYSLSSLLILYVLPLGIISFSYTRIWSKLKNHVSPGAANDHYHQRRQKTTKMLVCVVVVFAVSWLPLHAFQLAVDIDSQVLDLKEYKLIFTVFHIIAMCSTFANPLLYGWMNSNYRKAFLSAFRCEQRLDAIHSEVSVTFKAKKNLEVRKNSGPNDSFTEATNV
Yeast life ext: yeast lifespan extension; inhibition of the nicotinamide effect, % at 10 µM; AID 775; S. cerevisiae growth with nicotinamide, OD615; deaD strain in restrictive glucose medium; 130,000 compounds, 0.68% hits;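 active means inhibition above a set limit, placed 3 SD over the median of all compounds, cut at about 26% in these data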;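 further: 0% = nicotinamide-treated wells and 100% = cells grown without nicotinamide; some compounds called inactive have numbers as strong as hits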
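assay system = DeaD-strain S. cerevisiae | buffer or medium = restrictive glucose medium | reagent = 1.5 mM nicotinamide | compound = 10 µM single point, 0.25% DMSO | incubation = 48 h compound exposure at 30 °C, humidified | signal = OD615 measurement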
* marks the source's active call; other numbers are inactive results; · = not tested or not shown.

SMILES	BB579 growth dn	E-sel TNF inh	Phagocytosis inh	PTEN del growth	MRP-1 activ	GALR2 blocker	Measles CPE	HCT116 bCat-KO	NPY-Y2 antag	Yeast life ext
O=C(NCCc1ccncc1)C(F)(F)F	-78	15	0	97	-1.2	5	24	98	-2	4
N/C(=N\OC(=O)CSc1ccccc1)c1ccc([N+](=O)[O-])cc1	1	·	-6	104	-1.9	-11	12	94	12	-7
O=C(CCS(=O)(=O)c1cccc2nonc12)N1CCN(c2ccc(F)cc2)CC1	-12	-50	-1	97	-3.2	12	5	98	-1	-13
Cc1cc(C)nc(N/N=C/c2ccco2)n1	-57	·	-2	107	0.5	-4	1	103	2	1
O=C1CC(c2ccc(Cl)cc2)n2nc(NS(=O)(=O)c3ccc(F)cc3)nc2N1 (configuration not stated)	-6	-56	-2	101	-0.7	-11	2	99	3	-13
COc1cc(NC(=O)CSc2nc(C)cs2)cc(OC)c1	-63	-9	2	98	-1.1	-1	16	90	2	-13
CC(C)(C)C(=O)Nc1cccc(-c2nc3ccccc3[nH]2)c1	11	2	1	79	-1.4	-1	22	85	-1	-17
O=C(Nc1ncn[nH]1)c1ccccc1Br	-20	-9	2	91	-1.7	-9	1	85	2	5
O=C(COc1ccc(Cl)cc1)N1CCCCC1	-8	24	·	101	-0.7	-13	16	103	1	8
CCCc1nn(-c2ccccc2)c2c1C(c1cccs1)C(C#N)=C(N)O2 (configuration not stated)	-34	-20	·	81	-2.7	-2	10	80	1	20
O=C(N/N=C/c1cccc(OC(=O)N2CCOCC2)c1)c1cccs1	-8	·	-8	86	-1.3	9	19	91	1	0
Cc1c(C(=O)NCC2CCCO2)sc2nc(-c3ccc(F)cc3)cn12 (configuration not stated)	-25	-17	-1	89	-2.6	14	4	92	2	-7
O=C(Nc1nc(-c2cccs2)cs1)c1ccc(S(=O)(=O)N2CCCCC2)cc1	0	-5	0	50	-2.5	0	0	56	3	-14
COc1ccc(CCNC(=O)CSc2nc(O)c(CCC(C)C)c(=O)[nH]2)cc1OC	-9	-42	·	107	-2.4	-8	4	106	-1	·
C=CCNC(=O)C(=O)NN=C1CCN(C)CC1	-36	6	-1	97	-0.9	-14	2	85	-2	-11
COc1ccc(OC)c(NS(=O)(=O)c2ccc(Cl)s2)c1	-33	-1	·	67	-4.6	-1	7	69	0	0
O=C(CCOc1ccccc1)NCC(c1ccco1)N1CCCCC1 (configuration not stated)	0	-21	-1	84	-3.6	2	13	77	2	-5
O=C(NCCc1ccc(O)cc1)c1ccc(Cl)cc1	10	·	·	99	-4.3	11	39	100	-1	-13
O=c1c2ccccc2nc(-c2ccc(Cl)cc2Cl)n1CCCn1ccnc1	-17	6	6	81	-3.4	15	3	92	-1	-10
COc1ccc(C)cc1N(CC(=O)NC1CCCC1)C(=O)CCC(=O)Nc1cc(C)on1	-88	2	1	104	-1.5	2	10	96	2	-3
CCCCn1c(=O)n(CC(O)c2ccccc2)c(=O)c2c1ncn2C1CCCC1 (configuration not stated)	-28	-1	0	105	-2.3	-17	3	90	-3	-11
CCCCc1ccc(NC(=O)C2CCN(S(C)(=O)=O)CC2)cc1	-20	18	0	84	-2.2	-12	7	79	-2	-6
COc1ccc(NC(=S)NCCCc2ccccc2)cc1	-25	·	-3	102	-1.9	10	18	92	1	-5
O=C(Cc1ccccc1)NNS(=O)(=O)c1ccc([N+](=O)[O-])cc1	-41	·	-3	101	0.3	13	4	93	2	5
O=c1cc(N2CCN(Cc3ccccc3)CC2)c(-c2ccccc2)n[nH]1	-36	-21	·	79	-2.1	-4	25	83	2	-1
COC(=O)c1ccccc1NC(=O)CNc1cc(OC)c(OC)cc1C	-30	·	-9	37	-0.9	21	4	30	2	-4
CC1CCCN(Cc2nc3c(c(=O)n(C)c(=O)n3C)n2CCc2ccccc2)C1 (configuration not stated)	-44	5	·	79	-1.2	7	6	85	8	6
COc1ccc(CC(=O)Nc2ccc(/C(C)=N/NC(=O)c3cccc([N+](=O)[O-])c3)cc2)cc1	-70	·	0	123	-0.3	8	5	97	-4	-6
CSCCC(NS(=O)(=O)c1cccs1)C(=O)NCc1ccc(C)cc1 (configuration not stated)	-45	-5	-3	83	-1.8	-2	4	87	2	2
COc1ccc(NC(=O)C2CCCCN2S(=O)(=O)c2ccc(F)cc2)c(OC)c1 (configuration not stated)	7	·	-1	73	-3.6	11	5	84	1	9
CC(=O)/C(=N\Nc1ccccc1Cl)Sc1nnc(-c2ccccc2)n1-c1ccccc1	-40	·	-14	85	-1.2	-19	38	88	12	-2
COc1cc(CC(=O)OCC(=O)Nc2ncc(Cl)cc2Cl)cc(OC)c1OC	3	-16	-1	110	-0.7	2	18	107	1	-8
O=C(NCc1ccco1)c1ccc(NC(=O)C2COc3ccccc3O2)cc1 (configuration not stated)	-9	-14	0	93	-0.9	2	0	93	0	-2
CC(=O)c1cccc(NC(=O)C2C3C=CC(C4CC34)C2C(=O)O)c1 (configuration not stated)	-33	-13	-1	93	-1.1	-4	3	113	-1	-14
CN(C)CCNC(=O)/C(=C/c1ccc(-c2cccc([N+](=O)[O-])c2)o1)NC(=O)c1ccccc1	0	41	-1	29	-4.5	-4	6	39	1	0
COc1ccccc1N1CCN(C(=O)Oc2ccccc2)CC1	-28	13	·	107	1.8	-16	37	100	3	-10
Cc1noc(NS(=O)(=O)c2ccc(NC(=O)CSc3nc4c(cc3C#N)CCCCC4)cc2)c1C	-78	18	0	106	0.4	-6	22	95	2	-2
c1ccc(CCn2nnnc2CN2CCN(C3CCCC3)CC2)cc1	-60	-28	·	94	0.2	-3	5	84	4	0
CCOc1ccc(OCC)c(NC(=O)C2CCN(c3nn4c(=O)cc(C)nc4s3)CC2)c1	-34	·	-2	78	-4.0	0	10	80	3	3
COc1ccc(-c2oc3ncn4nc(Cc5ccccc5)nc4c3c2-c2ccc(OC)cc2)cc1	-19	-2	0	85	-1.4	4	0	100	2	-6
CCOC(=O)Cc1csc(/C(=N/O)C(N)=O)n1	-73	-13	-1	108	-1.4	-6	33*	101	3	6
CCN(C(=O)c1cc(Cl)ccc1OC)c1ccccc1C	-26	-4	·	75	-2.1	-6	7	76	4	·
O=C(CNc1cccc2ccccc12)N/N=C/c1cccc(Oc2ccccc2)c1	-37	0	-9	69	-1.6	-1	17	89	-2	-2
Oc1cnc2ccccc2c1CN1CCOCC1	-34	-14	·	103	-1.6	11	15	95	4	-5
N#Cc1cc2ccccc2nc1SCc1ccccn1	-35	·	0	96	-1.7	20	7	86	4	-16
O=C(Cn1c2c(sc1=O)C1c3ccccc3OCC1CS2)Nc1ccc(Cl)c(Cl)c1 (configuration not stated)	-38	·	7	29	-1.8	16	7	32	3	5
COc1ccccc1CNC(=O)COC(=O)Cc1c(Cl)cccc1Cl	-24	0	-2	94	1.4	4	10	93	3	9
O=C(CSc1nnc(NC(=O)c2ccco2)s1)NC1CCCC1	-45	18	1	99	-2.4	2	10	92	0	-4
CCc1ccccc1NC(=O)N1C2CCCC1CC(NC(=O)C(C)(C)C)C2 (configuration not stated)	-40	-48	0	92	-0.7	5	2	90	0	-6
COCCCn1[nH]c2c3c(ccc2c1=O)C(=O)c1ccccc1C3=O	6	3	1	28	-5.2	-9	20	28	3	-9

No new results follow: an excerpt of the list.
SMILES	BB579 growth dn	E-sel TNF inh	Phagocytosis inh	PTEN del growth	MRP-1 activ	GALR2 blocker	Measles CPE	HCT116 bCat-KO	NPY-Y2 antag	Yeast life ext
c1ccc(CCn2nnnc2CN2CCN(C3CCCC3)CC2)cc1	-60	-28	·	94	0.2	-3	5	84	4	0
CCOc1ccc(OCC)c(NC(=O)C2CCN(c3nn4c(=O)cc(C)nc4s3)CC2)c1	-34	·	-2	78	-4.0	0	10	80	3	3
COc1ccc(-c2oc3ncn4nc(Cc5ccccc5)nc4c3c2-c2ccc(OC)cc2)cc1	-19	-2	0	85	-1.4	4	0	100	2	-6
CCOC(=O)Cc1csc(/C(=N/O)C(N)=O)n1	-73	-13	-1	108	-1.4	-6	33*	101	3	6
CCN(C(=O)c1cc(Cl)ccc1OC)c1ccccc1C	-26	-4	·	75	-2.1	-6	7	76	4	·
O=C(CNc1cccc2ccccc12)N/N=C/c1cccc(Oc2ccccc2)c1	-37	0	-9	69	-1.6	-1	17	89	-2	-2
Oc1cnc2ccccc2c1CN1CCOCC1	-34	-14	·	103	-1.6	11	15	95	4	-5
N#Cc1cc2ccccc2nc1SCc1ccccn1	-35	·	0	96	-1.7	20	7	86	4	-16
O=C(Cn1c2c(sc1=O)C1c3ccccc3OCC1CS2)Nc1ccc(Cl)c(Cl)c1 (configuration not stated)	-38	·	7	29	-1.8	16	7	32	3	5
COc1ccccc1CNC(=O)COC(=O)Cc1c(Cl)cccc1Cl	-24	0	-2	94	1.4	4	10	93	3	9
O=C(CSc1nnc(NC(=O)c2ccco2)s1)NC1CCCC1	-45	18	1	99	-2.4	2	10	92	0	-4
CCc1ccccc1NC(=O)N1C2CCCC1CC(NC(=O)C(C)(C)C)C2 (configuration not stated)	-40	-48	0	92	-0.7	5	2	90	0	-6
COCCCn1[nH]c2c3c(ccc2c1=O)C(=O)c1ccccc1C3=O	6	3	1	28	-5.2	-9	20	28	3	-9

(continued)
SMILES	BB579 growth dn	E-sel TNF inh	Phagocytosis inh	PTEN del growth	MRP-1 activ	GALR2 blocker	Measles CPE	HCT116 bCat-KO	NPY-Y2 antag	Yeast life ext
COc1ccc(-c2cc(-c3c(O)c(OC)c4occc4c3OC)[nH]n2)cc1	-60	3	-1	46	-2.0	-3	23	42	2	-13
c1cncc(-c2noc(-c3cccc4ccccc34)n2)c1	-26	20	1	87	-4.8	1	20	89	11	-9
CCc1nc(C)ccc1OCC(=O)N(CC)CC	-17	11	·	85	-2.7	-2	20	96	1	-2
S=c1nc(-c2ccccc2Cl)n(Cc2cccnc2)c2c1CCCC2	-38	-3	-3	103	-1.6	-7	13	95	3	1
O=C(NC1CCCC1)c1ccc(CS(=O)(=O)c2ccc(Br)cc2)o1	-20	·	·	96	-1.4	16	18	90	1	-7
CCn1cc(/C=N/NS(=O)(=O)c2ccc(OC)cc2)c(C)n1	-2	-3	-1	91	-0.7	4	18	95	0	-3

High-throughput results as filed in PubChem BioAssay.
